Bioassay records from PubChem.
TRPC4 act = activators of mouse TRPC4 channel, primary screen, Fluo4 calcium, HEK293 TRPC4beta/mu-opioid cells | 0.49% of 310,000 active | AID 2237, 2010 | Short transient receptor potential channel 4 (Mus musculus), Q9QUQ5 | Fluo4 calcium fluorescence; hits give high values | B-score at 10 µM;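 active means B-score above 5 SD of library B-scores, and initial fluorescence ratio not above library mean plus 5 SD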;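 further: positive B-score marks a calcium rise read as TRPC4 activation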
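Assay system: HEK293 stable line with TRPC4beta plus mu-opioid receptor; schedule: 45 min room-temperature Fluo4 loading, 110 s read; technique: kinetic Fluo4 calcium fluorescence; evaluation: integrated baseline-normalised fluorescence ratio, converted to per-well B score; controls: buffer (low) and maximal DAMGO (high)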
KLF5 inhibitor = KLF5 expression inhibitors, primary screen, DLD-1 cells, luminescence. DLD-1 KLF5 promoter-luciferase reporter. inhibition, % at 5 µM. 0.23% of 290,000 active. AID 1700, 2009;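 active means inhibition above a per-plate limit of that plate's mean compound inhibition plus 3 SD, cut at about 60% in these data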;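 further: 0% = DMSO wells and 100% = LY294002 at 200 µM; higher means less KLF5 promoter-driven luciferase light; inactives centre near -14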
IEC-6 tox = cytotoxicity in IEC-6 intestinal epithelial cells, primary screen, cytotoxicity control for KLF5 inhibitor project, cell-based, luminescence; IEC-6 cytotoxicity, luminescence viability; inhibition, % at 5 µM; 0.78% of 290,000 active; in the data active means inhibition above about 22%;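 further: 0% = plate median of test compound wells and 100% = cytotoxic reference compound wells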
TRPC4 potent = positive allosteric modulators of TRPC4, primary screen, cell-based, mouse TRPC4beta, HEK293 mu-opioid, Fluo-4 calcium. B-score at 10 µM. 0.42% of 310,000 active. Short transient receptor potential channel 4 (Mus musculus), Q9QUQ5. DAMGO EC20, Fluo-4 Ca2+ flux; hits give high values;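 active means B-score of calcium response area above 5 SD of library B-scores, with initial fluorescence ratio within 5 SD of library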;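 further: B-score of integrated fluorescence ratio over time as area under calcium response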
TRPC6 act = mouse TRPC6 channel activators, primary screen, cell-based, HEK293, membrane potential dye; Short transient receptor potential channel 6 (Mus musculus), Q61143; HEK293-TRPC6 membrane potential dye fluorescence; hits give high values; B-score at 10 µM; 0.13% of 310,000 active; AID 2550, 2010;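 active means B-score of the integrated fluorescence ratio above library mean plus 3 SD, and starting fluorescence ratio within library mean plus 5 SD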;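 further: higher score means more depolarization so channel activation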
TRPC6 inh = mouse TRPC6 channel inhibitors, primary screen, cell-based, HEK293, membrane potential dye | ACh-evoked depolarization; hits give low values | B-score at 10 µM | 1.1% of 310,000 active | AID 2553, 2010;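 active means B-score under library mean minus 3 SD, initial fluorescence not abnormally high, positive integrated signal ratio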;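 further: B-score derived from integrated fluorescence ratio over the kinetic read; more negative B-score means stronger inhibition of depolarization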
TRPC4 inh = inhibitors of mouse TRPC4 channel, primary screen, Fluo4 calcium, HEK293 TRPC4beta/mu-opioid cells; Short transient receptor potential channel 4 (Mus musculus), Q9QUQ5; B-score at 10 µM; AID 2247, 2010; DAMGO-evoked Fluo4 calcium flux; hits give low values; 0.39% of 300,000 active;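 active means B-score over 3 SD under the library average, no early fluorescence shift, positive overall ratio signal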
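Test system – stable TRPC4beta/mu-opioid receptor HEK293 cells · Probe or stimulus – DAMGO, a submaximal dose followed by a maximal one · Dosing – one concentration per compound · Signal – Fluo4 calcium fluorescence by kinetic imaging, 5 s 1 Hz baseline · Evaluation – per-well B score of integrated baseline-normalized Fluo4 ratio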
HIF act = HIF pathway transcriptional activators, primary screen, cell-based, U2OS HRE-luciferase, luminescence; U2OS HRE-luciferase reporter; normalized: DMSO 0%, desferrioxamine 100%; activation, % at 7.5 µM (by protocol); 0.32% of 300,000 active; AID 1910, 2009;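 active means mean activation of at least 10% of the iron chelator positive control signal, with at least half of replicates also reaching 10%; inconclusive means mean and replicate majority disagree about reaching 10%; inactive means mean and most replicates under 10%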
MrgX1 antagonist = antagonists of human MrgX1 receptor, primary screen, HEK293 cells, Fluo-4 calcium flux. B-score at 10 µM. 1.3% of 310,000 active. AID 588676, 2011. Mas-related G-protein coupled receptor member X1 (Homo sapiens), Q96LB2. BAM8-22 antagonism; hits give low values;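 active means calcium-response B-score plate-corrected more than 3 library SD below zero, starting fluorescence within 5 deviations, no agonist response on first addition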;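 further: peak minus trough fluorescence over baseline after final BAM8-22 challenge near maximal dose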
Target sequence (Q96LB2 whole entry, looked up): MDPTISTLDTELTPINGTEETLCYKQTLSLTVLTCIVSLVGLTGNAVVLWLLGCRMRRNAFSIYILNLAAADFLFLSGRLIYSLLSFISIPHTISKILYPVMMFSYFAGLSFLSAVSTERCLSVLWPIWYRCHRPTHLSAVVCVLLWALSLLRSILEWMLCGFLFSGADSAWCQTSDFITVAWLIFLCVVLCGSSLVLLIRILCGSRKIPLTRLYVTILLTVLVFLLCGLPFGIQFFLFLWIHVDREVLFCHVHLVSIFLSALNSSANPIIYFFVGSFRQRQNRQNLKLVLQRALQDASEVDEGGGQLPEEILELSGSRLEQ
aSyn UTR inh = MLPCN primary screen, SNCA 5' untranslated region; alpha-synuclein 5'UTR reporter, inhibitor activity; inhibition, % (tested at 7.5 µM); 0.82% of 300,000 active; in the data active means inhibition above about 60%; inconclusive means no clear call, values can overlap the other calls;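 further: H4 neuroglioblastoma cells stably carrying SNCA 5'UTR luciferase fusion; 0% = DMSO wells and 100% = positive control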
SKKanGAS inh = S. pyogenes SKKanGAS growth inhibitors in kanamycin, primary screen, streptokinase expression inhibitor project, SKKanGAS strain, BacTiter-Glo luminescence. 1.3% of 300,000 active. inhibition, % at 7.5 µM. AID 1662, 2009. 6 h;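 active means mean replicate score, as percent of positive control median, at least 50; inconclusive means mean below 50 but one replicate at or above 50; inactive means mean and every replicate below 50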;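 further: strain carries kanamycin resistance gene driven by streptokinase promoter and grows in 40 µg/ml kanamycin; loss of luminescence reflects streptokinase promoter inhibition or plain growth inhibition; 0% = median of DMSO wells and 100% = positive control at its reference dose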
Numbers without * were called inactive; i = inactive; ? = inconclusive; / = not tested or not shown.

SMILES | TRPC4 act | KLF5 inhibitor | IEC-6 tox | TRPC4 potent | TRPC6 act | TRPC6 inh | TRPC4 inh | HIF act | MrgX1 antagonist | aSyn UTR inh | SKKanGAS inh
CS(=O)(=O)c1[nH]nc(-c2ccccc2)c1C#N | i | -44 | -6 | i | i | i | i | -0.8 | i | -16 | -4
O=C(O)c1cc(N2C(=O)C3C4C=CC(C4)C3C2=O)ccc1NCc1cccnc1 (stereo unspecified) | i | -42 | 2 | i | i | i | i | -0.5 | i | 21 | 0
Cc1cccc(C)c1NC1=C(Cl)C(=O)OC1OC(=O)c1ccccc1 (stereo unspecified) | i | 12 | 4 | i | i | i | i | -0.4 | i | 4 | 16
Cc1onc(-c2c(F)cccc2Cl)c1C(=O)NCc1ccc2c(c1)OCO2 | i | 1 | 1 | i | i | i | i | -0.2 | i | 9 | 59*
CCN(c1ccccc1)S(=O)(=O)c1ccc(C(=O)Nc2ccccn2)cc1 | i | / | / | i | i | i | i | -0.4 | i | -76 | 3
CN(Cc1nc(-c2ccccc2)no1)C(=O)c1ccco1 | i | -10 | 6 | i | i | i | i | 1.8 | i | -14 | 1
Cc1ccc(N(C(=O)CNC(=O)c2ccco2)C(C(=O)NCC2CCCO2)c2ccccc2)c(C)c1 (stereo unspecified) | i | -34 | -5 | i | i | i | i | -0.3 | i | 11 | 0
CC(C)(C)NC(=O)C(c1ccncc1)N(Cc1cccs1)C(=O)Cn1nnc(-c2ccc(F)cc2)n1 (stereo unspecified) | i | -3 | 12 | i | i | i | i | 0.6 | i | -19 | 5
Cc1c(N(C(=O)c2ccccn2)C2(C(=O)NC3CCCC3)CCCCC2)c(=O)n(-c2ccccc2)n1C | i | 0 | 1 | i | i | i | i | 0.0 | i | -8 | 2
Cn1c(=O)c(=O)n(C)c2cc(S(=O)(=O)N3CCN(C4CCCCC4)CC3)ccc21 | i | -114 | -4 | i | i | i | i | 0.3 | i | 21 | -4
COc1ccc(NC(=O)c2ccccc2NC(=O)CSc2ccc(Cl)cc2)cc1 | i | -6 | 1 | i | i | i | i | 0.4 | i | -67 | -7
Cc1ccc(C(=O)OCC(=O)NCc2ccco2)cc1 | i | 3 | 0 | i | i | i | i | -0.6 | i | 15 | 3
CCn1ccnc1CN(C)Cc1cn[nH]c1-c1ccc(OC)c(F)c1 | i | -9 | 5 | i | i | i | i | 0.9 | i | 11 | -5
COc1ccc(-c2csc(NC(=O)CS(=O)(=O)c3ccccc3)n2)cc1 | i | / | / | i | i | i | i | 0.1 | i | 2 | -1
Cc1nnc(SCC(=O)NC2CCCc3ccccc32)n1-c1ccccc1 (stereo unspecified) | i | 2 | 4 | i | i | i | i | 5.0 | i | 3 | 1
O=C(Cc1ccc(S(=O)(=O)N2CCOCC2)s1)Oc1ccc(F)cc1 | i | / | / | i | i | i | i | -0.4 | i | 6 | 9
O=C(NCc1ccccc1OC(F)(F)F)C1CCC(=O)N(Cc2ccccn2)C1 (stereo unspecified) | i | -9 | -14 | i | i | i | i | -1.1 | i | 0 | 0
O=C(CN1CCN(Cc2ccc3c(c2)OCO3)CC1)N1CCc2[nH]c3ccccc3c2C1 | i | -18 | -3 | i | i | i | i | -0.4 | / | 12 | 5
COc1ccc(N2C3=[N+](CC2(C)O)c2ccccc2CC3)cc1 (stereo unspecified) | i | -17 | -4 | i | i | i | i | 1.9 | i | -110 | 8
O=c1c2ccccc2nc(/C=C/c2ccc([N+](=O)[O-])cc2)n1CCCO | i | -14 | 0 | i | i | i | i | -0.4 | i | -12 | 3
C=CCn1c(SCC(=O)c2ccc(Cl)s2)nc2ccccc2c1=O | i | -10 | 2 | i | i | i | i | -0.2 | i | 43 | 15
COc1ccc(NC2=C(C(C)=O)C(c3ccc(OC)cc3)C(C(C)=O)C(C)(O)C2)cc1 (stereo unspecified) | i | -8 | -2 | i | i | i | i | -0.3 | i | -23 | 2
Cc1cc(C(=O)Nc2ccc(N3CCOCC3)c3nonc23)ccc1[N+](=O)[O-] | i | -45 | 3 | i | i | i | i | 1.0 | i | -28 | 5
Cc1ccc(SCCNC(=O)c2ccccc2C)cc1 | i | -11 | -5 | i | i | i | i | -0.8 | i | -1 | 1
O=C(NC1CCCc2ccccc21)C(Cc1ccccc1)NS(=O)(=O)c1cccs1 (stereo unspecified) | i | -16 | 3 | i | i | i | i | 0.0 | i | 10 | 40
More results.
SMILES | TRPC4 act | KLF5 inhibitor | IEC-6 tox | TRPC4 potent | TRPC6 act | TRPC6 inh | TRPC4 inh | HIF act | MrgX1 antagonist | aSyn UTR inh | SKKanGAS inh
Cc1ncc(CO)c(/C=N/Nc2cccc(Cl)n2)c1O | i | -45 | -1 | i | i | i | i | -15 | i | -24 | -2
CC1CN(C(=O)c2cc(S(=O)(=O)N3CCN(c4ccccc4)CC3)ccc2Cl)CC(C)O1 (stereo unspecified) | i | / | / | i | i | i | i | 0.3 | i | 24 | -3
COc1cccc(NC(=O)COc2c(F)c(F)c(C(F)(F)F)c(F)c2F)c1 | i | 6 | -1 | i | i | i | i | 0.3 | i | -4 | -3
COc1ccc(/C(C)=N/Nc2cccc(C(=O)O)c2)cc1OC | i | -43 | 3 | i | i | i | i | 0.5 | i | -113 | 4
O=C(CSc1nnc(CNC(=O)c2ccc(F)cc2)o1)NCc1ccccc1 | i | -17 | -1 | i | i | i | i | 0.1 | i | -8 | ?
COc1ccc(S(=O)(=O)NNC(=O)Nc2ccccc2OC)c(OC)c1 | i | -8 | 1 | i | i | i | i | -0.6 | i | 21 | 3
O=c1c(Cl)c(NCCCO)cnn1-c1nc2ccccc2[nH]1 | i | -112 | 2 | i | i | i | i | 6.8 | i | -232 | 5
CCn1c(SCC(=O)N2CCCC2)nc2ccccc2c1=O | i | -16 | 12 | i | i | i | i | -0.3 | i | 7 | 0
COc1ccc(NC(=O)CSc2nc(N)c(C#N)cc2C#N)cc1 | i | -37 | 0 | i | i | i | i | 0.2 | i | -50 | -7
COc1ccc(CCNC(=O)C(C(=O)c2ccccc2)n2cc(Cl)ccc2=O)cc1OC (stereo unspecified) | i | -19 | -1 | i | i | i | i | -0.3 | i | -5 | -3
CC1CCCN(S(=O)(=O)c2ccc(NC(=O)C3CC(=O)N(C(C)(C)C)C3)cc2)C1 (stereo unspecified) | i | / | / | i | i | i | i | -1.4 | i | 10 | -2
O=S1(=O)CC=C(CSC(=S)NC2CCS(=O)(=O)C2)C1 (stereo unspecified) | i | -20 | -3 | i | i | i | i | 0.5 | i | 3 | /
Cc1nc2ccccc2c2oc(C(=O)N3CCCC(C)C3)cc12 (stereo unspecified) | i | -3 | 4 | i | i | i | i | -0.4 | i | 5 | 11
CN1OC2C(=O)N(c3ccccc3)C(=O)C2C1c1ccc(F)cc1 (stereo unspecified) | i | -8 | -7 | i | i | i | i | 0.1 | i | 16 | 5
O=C(Cc1ccccc1[N+](=O)[O-])NC1CC1 | i | 3 | -6 | i | i | i | i | -0.4 | i | -19 | -7
COc1ccc(CCNC(=O)CSc2nc3ccccc3c3nc(CCN4CCCCC4)nn23)cc1OC | i | 14 | -1 | i | i | i | i | -0.6 | i | -8 | 13
COc1ccc(Cl)cc1C(=O)O/N=C(\N)c1ccncc1 | i | 2 | 4 | i | i | i | i | 1.0 | i | -35 | -3
Cc1nc2cc(C(=O)NCc3cccnc3)ccc2n1-c1ccc(F)cc1F | i | 4 | -5 | i | i | i | i | -0.3 | i | 16 | -1
CCN(CC)S(=O)(=O)c1ccc(N/N=C(\C)c2ccncc2)nc1 | i | 16 | -2 | i | i | i | i | -0.7 | i | 15 | -5
O=C(CCCN1C(=O)c2ccccc2C1=O)Nc1nncs1 | i | -35 | -3 | i | i | i | i | -0.1 | i | -34 | -4
C/C(CC(=O)NC(C)(C)C)=N\NC(N)=S | i | -14 | -3 | i | i | i | i | 0.3 | i | 12 | -6
CCC(=O)Nc1ccc(C(=O)OCC(=O)c2ccc(C)c([N+](=O)[O-])c2)cc1 | i | -15 | -7 | i | i | i | i | -0.2 | i | 2 | 5
Cc1ccc(OCC(=O)Nc2ccc3c(c2)nc(CCN2CCN(C)CC2)n3C)cc1 | i | -8 | -1 | i | i | i | i | -0.2 | i | 105* | -4
COc1ccc(S(=O)(=O)NNC(N)=S)cc1 | i | -13 | -1 | i | i | i | i | -0.9 | i | 7 | -3
COc1cccc(C(=O)OC2CCN(C)CC2)c1 | i | -1 | 6 | i | i | i | i | -0.1 | i | -3 | 12
Cc1ccccc1N(CC(=O)NCc1ccco1)C(=O)CCC(=O)Nc1nccs1 | i | -34 | 5 | i | i | i | i | 0.5 | i | 3 | 3
CCCc1nnc(NC(=O)CCC(=O)NC2CCCCC2)s1 | i | 3 | -1 | i | i | i | i | -0.8 | i | -20 | 2
CCC(=O)Nc1cccc(-c2csc(-c3ccccc3)n2)c1 | i | -85 | 8 | i | i | i | i | 2.0 | i | -121 | 5
CCCC(=O)Nc1cccc(C(=O)Nc2ccccc2OCC)c1 | i | -5 | -2 | i | i | i | i | -0.6 | i | 5 | -7

Compound profiles, as listed above. Values in the order: TRPC4 act	KLF5 inhibitor	IEC-6 tox	TRPC4 potent	TRPC6 act	TRPC6 inh	TRPC4 inh	HIF act	MrgX1 antagonist	aSyn UTR inh	SKKanGAS inh
Results for `O=C(CCCN1C(=O)c2ccccc2C1=O)Nc1nncs1` → i	-35	-3	i	i	i	i	-0.1	i	-34	-4
Results for `Cc1ccc(N(C(=O)CNC(=O)c2ccco2)C(C(=O)NCC2CCCO2)c2ccccc2)c(C)c1` (stereo unspecified) → i	-34	-5	i	i	i	i	-0.3	i	11	0
Results for `Cc1cc(C(=O)Nc2ccc(N3CCOCC3)c3nonc23)ccc1[N+](=O)[O-]` → i	-45	3	i	i	i	i	1.0	i	-28	5
